Compound activity (PubChem)
PrPC surface inh: inhibitors of human cell surface prion protein PrPC, primary screen, cell-based, TR-FRET; TR-FRET read-out; 0.43% of 370,000 active; inhibition, % at 13.8 µM; AID 720596, 2013; in the data active = inhibition above about 24%; also: 0% = median of the test wells and 100% = reference compound wells
FadD28 binding: inhibitors of FadD28 bisubstrate probe binding, primary screen, biochemical, fluorescence polarization, single point | Mycobacterium tuberculosis FadD28 fatty-acid-AMP ligase | inhibition, % at 12.5 µM | 0.22% of 360,000 active; in the data active = inhibition above about 8.5%, passing the limit was not always enough
GDH-TPI counter: GDH-TPI coupling enzyme inhibitors, primary screen, artefact control for M. tuberculosis FBA inhibitor project, biochemical, absorbance, full deck | inhibition, % at 4.8 µM | GDH-TPI coupled enzyme counterscreen, NADH absorbance | 1.2% of 360,000 active; in the data active = inhibition above about 30%;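 also: 0% = DMSO wells and 100% = wells lacking the enzyme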
UGM FP inh: M. tuberculosis UGM enzyme inhibitors, primary screen, biochemical, fluorescence polarization, single point; UDP-galactopyranose mutase (Mycobacterium tuberculosis (strain ATCC 25618 / H37Rv)), …; purified UGM, fluorescence polarization probe displacement; inhibition, % at 10 µM; 0.06% of 320,000 active; AID 504406, 2011; in the data active = inhibition above about 10%, passing the limit was not always enough
BoNT F protease: BoNT/F light chain protease inhibitors, primary screen, biochemical, flow cytometry, MLPCN library; Botulinum neurotoxin type F light chain protease (Clostridium botulinum); Multiplex microsphere protease cleavage assay; inhibition, % at 10 µM; 0.22% of 360,000 active; AID 588497, 2011; in the data active = inhibition above about 35%, passing the limit was not always enough; also: plate controls were buffer without enzyme for full effect and enzyme alone for no effect
Rv3671c protease: Rv3671c serine protease inhibitors, primary screen, biochemical, fluorescence polarization, M. tuberculosis H37Rv | 0.048% of 320,000 active | inhibition, % at 5.96 µM | AID 2606, 2010 | P9WHR9; in the data active = inhibition above about 38%;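 also: extracellular domain of Rv3671c used as enzyme; 0% = enzyme with DMSO and 100% = no enzyme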
Target sequence (P9WHR9 whole entry, looked up, the tested form may be a part): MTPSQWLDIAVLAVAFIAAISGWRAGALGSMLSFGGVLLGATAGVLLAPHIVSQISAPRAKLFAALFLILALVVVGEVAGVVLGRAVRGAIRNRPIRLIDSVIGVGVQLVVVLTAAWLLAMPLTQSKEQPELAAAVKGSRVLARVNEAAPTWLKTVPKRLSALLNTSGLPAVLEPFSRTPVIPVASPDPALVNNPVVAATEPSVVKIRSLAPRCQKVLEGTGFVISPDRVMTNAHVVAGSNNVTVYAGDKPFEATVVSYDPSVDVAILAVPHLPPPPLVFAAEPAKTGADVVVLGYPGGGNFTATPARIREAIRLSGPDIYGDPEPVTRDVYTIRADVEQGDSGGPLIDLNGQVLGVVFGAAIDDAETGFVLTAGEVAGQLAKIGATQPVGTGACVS
MazF activator: activators of E. coli MazEF toxin-antitoxin RNase, primary screen, biochemical, fluorescence, uHTS. activation, % at 20 µM. Endoribonuclease toxin MazF (Escherichia coli (strain K12)), P0AE70. 0.32% of 350,000 active. FAM/BHQ RNA-DNA oligo cleavage fluorescence, 5 h; in the data active = activation above about 50%
Target sequence (P0AE70 whole entry, looked up): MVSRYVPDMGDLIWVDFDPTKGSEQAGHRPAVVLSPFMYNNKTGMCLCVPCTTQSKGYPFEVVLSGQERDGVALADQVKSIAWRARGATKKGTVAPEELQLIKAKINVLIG
Mtb BioA inh: M. tuberculosis BioA enzyme inhibitors, primary screen, biochemical, plate reader, single point, HTS | 7,8-diaminopelargonic acid synthase BioA (Mycobacterium tuberculosis) | purified M. tuberculosis BioA enzyme | inhibition, % at 9.99 µM | 0.096% of 360,000 active | AID 602481, 2012; in the data active = inhibition above about 40%
Mtb FBA inh: Mtb FBA enzyme inhibitors, primary screen, biochemical, fluorescence, strain H37Rv; purified M. tuberculosis FBA, fluorescence read-out; inhibition, % at 1 µM; Fructose-bisphosphate aldolase (Mycobacterium tuberculosis (strain ATCC 25618 / H37Rv)), …; AID 588726, 2011; 2.3% of 360,000 active; in the data active = inhibition above about 27%;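 also: 0% = vehicle and 100% = reference inhibitor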
Target sequence (P9WQA3 whole entry, looked up): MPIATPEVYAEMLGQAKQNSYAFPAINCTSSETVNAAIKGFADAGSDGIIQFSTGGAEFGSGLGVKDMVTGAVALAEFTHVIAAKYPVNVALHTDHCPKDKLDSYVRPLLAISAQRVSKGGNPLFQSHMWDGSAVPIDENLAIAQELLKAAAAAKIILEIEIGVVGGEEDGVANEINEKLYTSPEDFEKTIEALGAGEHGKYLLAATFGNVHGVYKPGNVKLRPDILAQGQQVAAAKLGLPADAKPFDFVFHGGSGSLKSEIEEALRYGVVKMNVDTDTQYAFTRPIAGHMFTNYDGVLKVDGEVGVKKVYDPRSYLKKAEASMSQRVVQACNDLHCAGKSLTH
Numbers without * were called inactive.

`COc1cc(CCC(=O)NCc2ccc(Cl)cc2)cc(OC)c1OC` gave PrPC surface inh 5.3, FadD28 binding -2.8, GDH-TPI counter -0.7, UGM FP inh -0.8, BoNT F protease -21.1, Rv3671c protease 3.8, MazF activator 4.2, Mtb BioA inh -0.2 and Mtb FBA inh -0.5.
COc1ccccc1N1CCN(C2CCCCC2NS(=O)(=O)c2ccccc2)CC1 (stereo not given) was read as PrPC surface inh -6.7, FadD28 binding -1.3, GDH-TPI counter 6.0, UGM FP inh -0.7, BoNT F protease -0.9, Rv3671c protease -5.2, MazF activator 1.5, Mtb BioA inh -0.7 and Mtb FBA inh -2.4.
`CCC(C)(C)C1CCC2(CC1)NC(=O)N(CC(=O)N1CCN(c3ccccc3OC)CC1)C2=O` (stereo not given) gave PrPC surface inh 8.5, FadD28 binding -0.8, GDH-TPI counter 15.9, BoNT F protease -3.0, MazF activator -7.8, Mtb BioA inh -0.1 and Mtb FBA inh 5.0.
Cc1[nH]nc(-c2ccc(O)c(C)c2O)c1Oc1ccccc1 was read as PrPC surface inh 1.4, FadD28 binding 1.3, GDH-TPI counter 1.7, UGM FP inh 0.3, Rv3671c protease 2.1, MazF activator 13.4, Mtb BioA inh 4.9 and Mtb FBA inh 2.1.
COc1ccc2nc3sc(C(=O)N4CCN(C)CC4)cc3cc2c1 was read as PrPC surface inh -42.8, FadD28 binding -3.8, GDH-TPI counter 10.9, UGM FP inh 1.2, BoNT F protease 2.3, Rv3671c protease -8.8, MazF activator -30.6, Mtb BioA inh 2.6 and Mtb FBA inh 2.1.
Screening COc1ccc(CNC(=O)CCS(=O)(=O)c2ccc3c(c2)oc(=O)n3C)cc1 returned PrPC surface inh 8.2, FadD28 binding -1.0, GDH-TPI counter 5.1, UGM FP inh -0.1, BoNT F protease 3.5, Rv3671c protease 1.4, MazF activator -0.5, Mtb BioA inh -2.5 and Mtb FBA inh -0.8.
Screening O=c1onc(-c2c(F)cccc2F)n1-c1ccccc1Cl returned PrPC surface inh 0.8, FadD28 binding -1.2, GDH-TPI counter 8.2, UGM FP inh 0.3, BoNT F protease 6.9, Rv3671c protease 5.3, MazF activator -3.3, Mtb BioA inh -0.4 and Mtb FBA inh -0.1.
Screening CN=C1NC(C)(C)C2CCC(C)(CC2)S1 returned PrPC surface inh -3.8, FadD28 binding 0.6, GDH-TPI counter 11.2, BoNT F protease -4.7, MazF activator 4.9, Mtb BioA inh 1.4 and Mtb FBA inh 2.5.
`COc1ccc(N2CC(C(=O)N3CCc4ccccc43)CC2=O)cc1` (stereo not given) gave PrPC surface inh 3.1, FadD28 binding -5.7, GDH-TPI counter 2.1, UGM FP inh -0.1, BoNT F protease 2.8, Rv3671c protease -1.4, MazF activator 5.1, Mtb BioA inh 4.0 and Mtb FBA inh -3.9.
For COc1cccc(NC(=O)CSc2nc(=O)n(Cc3ccncc3)c3c2CCCC3)c1 the results were PrPC surface inh -1.2, FadD28 binding -1.1, GDH-TPI counter -3.2, UGM FP inh -0.2, BoNT F protease 8.8, Rv3671c protease 1.7, MazF activator 1.9, Mtb BioA inh -2.2 and Mtb FBA inh 1.6.
CCC(C)Cn1c(O)cc2nn(-c3nc4ccccc4s3)c(=O)c-2c1C (stereo not given) was read as PrPC surface inh 1.4, FadD28 binding 6.3, GDH-TPI counter 14.8, UGM FP inh 2.2, BoNT F protease -3.5, Rv3671c protease 1.9, MazF activator -14.2, Mtb BioA inh 0.1 and Mtb FBA inh 1.2.
For Cc1ccc(C(=O)C2=C(O)C(=O)N(Cc3ccco3)C2c2ccc(N(C)C)cc2)o1 (stereo not given) the results were PrPC surface inh -6.0, FadD28 binding -0.8, GDH-TPI counter 9.8, UGM FP inh -1.0, BoNT F protease -8.1, Rv3671c protease 3.4, MazF activator -9.7, Mtb BioA inh -0.5 and Mtb FBA inh 1.5.
Screening CCCn1c(C(O)c2cc(OC)ccc2OC)nc2ccccc21 (stereo not given) returned PrPC surface inh 5.0, FadD28 binding 0.9, GDH-TPI counter 16.5, UGM FP inh -0.6, BoNT F protease -7.2, Rv3671c protease -1.8, MazF activator 2.7, Mtb BioA inh -1.1 and Mtb FBA inh -2.5.
Screening OCC[C@H]1C[C@@H](O)[C@H](O)[C@]2(CCc3ccccc3CO2)O1 returned PrPC surface inh -1.9, FadD28 binding -1.0, GDH-TPI counter 7.8, UGM FP inh 1.1, BoNT F protease 3.3, Rv3671c protease -0.6, MazF activator 4.8, Mtb BioA inh -4.0 and Mtb FBA inh 3.7.
Screening Cc1n[nH]c(=O)n1-c1ccc(OCc2ccccc2)cc1 returned PrPC surface inh -2.9, FadD28 binding -1.8, GDH-TPI counter 1.8, UGM FP inh -1.5, BoNT F protease 0.7, Rv3671c protease 5.3, MazF activator 5.6, Mtb BioA inh -2.7 and Mtb FBA inh -6.3.
For CN(CC(=O)Nc1ccc(F)c(F)c1F)C(=O)CC1CCCCC1 the results were PrPC surface inh 6.1, FadD28 binding 0.1, GDH-TPI counter 6.6, UGM FP inh 1.1, BoNT F protease -0.2, Rv3671c protease -7.0, MazF activator 6.6, Mtb BioA inh -2.1 and Mtb FBA inh -3.6.
For O=C(Nc1cc(S(=O)(=O)N2CCOCC2)ccc1N1CCCCC1)c1cc(-c2ccccn2)nc2ccccc12 the results were PrPC surface inh -3.8, FadD28 binding -0.8, GDH-TPI counter 3.7, UGM FP inh 0.2, BoNT F protease -5.9, Rv3671c protease 5.6, MazF activator -0.8 and Mtb FBA inh 2.1.
For COc1ccc(C(=O)N/N=C/C2CC=CCC2)cc1OC (stereo not given) the results were PrPC surface inh -7.1, FadD28 binding -5.5, GDH-TPI counter -6.3, UGM FP inh 0.4, BoNT F protease -0.9, Rv3671c protease -2.3, MazF activator 1.1, Mtb BioA inh 0.6 and Mtb FBA inh 1.9.
For CC(=O)c1ccsc1-c1c(C)cc2oc(=O)cc(-c3ccccc3)c2c1C the results were PrPC surface inh 2.3, FadD28 binding -3.9, GDH-TPI counter 14.2, BoNT F protease -6.0, MazF activator -1.8, Mtb BioA inh 4.2 and Mtb FBA inh -1.9.
`C/C(=N\NC(=O)c1nnn(-c2nonc2N)c1-c1ccccc1)c1ccccc1O` gave PrPC surface inh 5.9, FadD28 binding -0.6, GDH-TPI counter 14.9, UGM FP inh -1.4, BoNT F protease 3.3, Rv3671c protease -7.1, MazF activator -0.6, Mtb BioA inh -2.5 and Mtb FBA inh 1.8.

Three compounds already listed, arranged by SMILES length, smallest number first:
CCC(C)Cn1c(O)cc2nn(-c3nc4ccccc4s3)c(=O)c-2c1C (stereo not given) was read as PrPC surface inh 1.4, FadD28 binding 6.3, GDH-TPI counter 14.8, UGM FP inh 2.2, BoNT F protease -3.5, Rv3671c protease 1.9, MazF activator -14.2, Mtb BioA inh 0.1 and Mtb FBA inh 1.2.
`C/C(=N\NC(=O)c1nnn(-c2nonc2N)c1-c1ccccc1)c1ccccc1O` gave PrPC surface inh 5.9, FadD28 binding -0.6, GDH-TPI counter 14.9, UGM FP inh -1.4, BoNT F protease 3.3, Rv3671c protease -7.1, MazF activator -0.6, Mtb BioA inh -2.5 and Mtb FBA inh 1.8.
For O=C(Nc1cc(S(=O)(=O)N2CCOCC2)ccc1N1CCCCC1)c1cc(-c2ccccn2)nc2ccccc12 the results were PrPC surface inh -3.8, FadD28 binding -0.8, GDH-TPI counter 3.7, UGM FP inh 0.2, BoNT F protease -5.9, Rv3671c protease 5.6, MazF activator -0.8 and Mtb FBA inh 2.1.

The list continues:
`Cc1cc(C)c(C(=O)CN2C(=O)NC3(CCC(C)CC3)C2=O)cc1C` (stereo not given) gave PrPC surface inh -5.2, FadD28 binding 0.9, GDH-TPI counter -1.2, UGM FP inh 2.0, BoNT F protease 0.3, Rv3671c protease -2.6, MazF activator -2.1, Mtb BioA inh -2.0 and Mtb FBA inh -1.2.
COc1cccc(Cn2c(=O)oc3ccccc32)c1 was read as PrPC surface inh 3.2, FadD28 binding 0.1, GDH-TPI counter 3.8, UGM FP inh -0.7, BoNT F protease -5.7, Rv3671c protease 5.2, MazF activator 1.4, Mtb BioA inh 2.1 and Mtb FBA inh 1.9.
`O=c1c2cc(Cl)cc(Cl)c2nc2n1CCC2` gave PrPC surface inh -5.3, FadD28 binding -3.8, GDH-TPI counter 2.1, UGM FP inh -0.1, BoNT F protease 1.0, Rv3671c protease -1.3, MazF activator 0.1 and Mtb FBA inh -3.8.
Screening COc1ccc(S(=O)(=O)Nc2c(C)ccc3nsnc23)cc1OC returned PrPC surface inh -9.3, FadD28 binding -0.1, GDH-TPI counter 7.6, BoNT F protease 0.5, Rv3671c protease 1.6, MazF activator 2.9, Mtb BioA inh -0.4 and Mtb FBA inh 1.7.
Screening Cc1cc(=O)oc2cc(OC(C)C(=O)NCC3CCC(C(=O)O)CC3)ccc12 (stereo not given) returned PrPC surface inh 1.8, FadD28 binding -1.9, GDH-TPI counter 17.6, UGM FP inh 1.5, BoNT F protease -9.8, Rv3671c protease 0.3, MazF activator 3.6, Mtb BioA inh -1.8 and Mtb FBA inh 27.6*.
Cc1ccc(CNC(=O)Cn2cnc3c(OCc4ccccc4)ncnc32)o1 was read as PrPC surface inh -2.9, FadD28 binding -4.2, GDH-TPI counter -1.8, UGM FP inh 0.2, BoNT F protease -4.9, Rv3671c protease 1.6, MazF activator 8.7, Mtb BioA inh -1.8 and Mtb FBA inh -0.4.
Screening CCCCCc1ccc(-c2ccc(OC)cc2)nc1 returned PrPC surface inh 2.9, FadD28 binding -3.7, GDH-TPI counter 0.3, UGM FP inh 2.5, BoNT F protease -2.5, Rv3671c protease -9.9, MazF activator -9.0, Mtb BioA inh 3.7 and Mtb FBA inh 4.3.
For C/C(=N\NC(=O)c1c(Cl)c(C)nn1C)c1cccc(NC(=O)c2cccc(F)c2)c1 the results were PrPC surface inh -5.2, FadD28 binding -2.4, GDH-TPI counter 3.1, UGM FP inh -1.3, BoNT F protease 1.2, Rv3671c protease 0.0, MazF activator -5.4, Mtb BioA inh 20.2 and Mtb FBA inh 0.1.
COc1ccc(N2C(C(C)=O)=NN(c3ccccc3)C2c2cccs2)cc1 (stereo not given) was read as PrPC surface inh 2.1, FadD28 binding -0.6, GDH-TPI counter 4.8, UGM FP inh 0.4, BoNT F protease -0.2, Rv3671c protease 0.0, Mtb BioA inh -1.6 and Mtb FBA inh 3.1.
`CC(=O)N/C(=C\c1ccccc1)C(=O)OCC(=O)c1ccccc1` gave PrPC surface inh -6.8, FadD28 binding 0.6, GDH-TPI counter 3.8, UGM FP inh 2.1, BoNT F protease 12.6, Rv3671c protease -0.9, MazF activator 4.1, Mtb BioA inh 1.7 and Mtb FBA inh 0.4.
Screening CCOc1ccc(NC(=O)CN(C)C(=O)c2c(C)noc2C)cc1OCC returned PrPC surface inh -3.3, FadD28 binding -1.8, GDH-TPI counter -5.6, UGM FP inh 2.9, BoNT F protease 0.2, Rv3671c protease 3.0, MazF activator 1.8, Mtb BioA inh -0.8 and Mtb FBA inh 1.0.
`COc1cccc(CC(=O)OCC(=O)NC(C)c2ccc(F)cc2)c1` (stereo not given) gave PrPC surface inh -7.0, FadD28 binding 0.8, GDH-TPI counter 0.0, UGM FP inh -2.5, BoNT F protease 2.7, Rv3671c protease -8.0, MazF activator -10.9, Mtb BioA inh -1.0 and Mtb FBA inh 2.9.
CSc1nnc(NC(=O)C23CC4CC(CC(C4)C2)C3)s1 was read as PrPC surface inh 3.4, FadD28 binding -3.4, GDH-TPI counter -1.7, UGM FP inh -1.5, BoNT F protease -1.1, Rv3671c protease -6.1, MazF activator 14.0, Mtb BioA inh -0.8 and Mtb FBA inh -4.1.
Screening CC(C)OCC(O)CS(=O)(=O)Cc1ccccc1 (stereo not given) returned PrPC surface inh -5.6, FadD28 binding 1.5, GDH-TPI counter 3.4, UGM FP inh 4.0, BoNT F protease 2.2, Rv3671c protease -4.8, MazF activator 4.1, Mtb BioA inh -7.7 and Mtb FBA inh 2.0.
